# AT treatment – qHTS Assay for Identifying a Potential Treatment of Ataxia-Telangiectasia; […] A-T fibroblasts, KAP-1 phosphorylation AlphaLISA; neocarzinostatin DNA damage 30 min before lysis; Potency, µM (highest dose often 57.5 µM), for the others: top-dose activation, hits mostly activators; 320,000 compounds, 0.19% hits; also: potency is read from the fitted curve at half-maximal effect; % of control where 0% means no effect; nearly all actives have a fitted effect of over 45% in size
#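 hTERT-immortalized A-T patient fibroblasts ([…]), 500 cells/well in OPTI-MEM, 1% FBS, got compounds for 60 min, then NCS for 30 min at 37C. Lysates were then assayed for phospho-KAP-1 by AlphaLISA (anti-pKAP1 donor, anti-KAP1 acceptor beads), 6 hr at 25C.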
# TCR activator – Activators of T cell receptors: qHTS campaign | primary human leukocytes, anti-CD3, IL-2 HTRF, 48 h | Potency, µM (titrated, usually from 9.22 µM), for the others: at the highest dose activation of IL-2 secretion, hits mostly activators | 330,000 tested, under 10 active | AID 504894, 2011; also: % of control where 0% means no effect
#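 Primary human leukocytes incubated 48 hr with anti-CD3 beads plus compound, without co-stimulation. Secreted IL-2 measured by HTRF (europium cryptate/d2 anti-IL-2 pair, 320 nm excitation, 665 nm emission).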
# ELG1 repair inh – qHTS screen for small molecules that inhibit ELG1-dependent DNA repair in human embryonic kidney (HEK293T) cells expressing luciferase-tagged ELG1; HEK293T ELG1-luciferase reporter, luminescence, 16 h; DNA damage induced by 5-fluorouridine; Potency, µM (titrated, usually from 46.1 µM), without a hit: at the top dose activity change, negative = inhibition, actives largely listed as inhibitors; 330,000 compounds, 2.3% hits; also: potency is read from the fitted curve at half-maximal effect; % is scaled to controls: 0 for no effect and ±100 for the full control effect; nearly all actives have a fitted effect of over 55% in size
#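 DMSO vehicle served as the neutral condition. Each well held 2,000 cells given 5-fluorouridine plus compound; after 16 hr at 37 °C/5% CO2, ONE-Glo was added and luciferase measured 30 min later.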
# Eya2 inh – qHTS Assay for Inhibitors of the Phosphatase Activity of Eya2 | Potency, µM (series often up to 76.9 µM), without a hit: at the highest dose activity, negative = inhibition, usual class: inhibitors | recombinant Eya2, OMFP fluorescence dephosphorylation (OMFP is methylfluorescein phosphate) | 330,000 compounds, 0.006% hits | Protein phosphatase EYA2 (Homo sapiens), O00167; also: potency is read from the fitted curve at half-maximal effect; % is scaled to controls: 0 for no effect and ±100 for the full control effect
# Target sequence (O00167 whole entry, looked up): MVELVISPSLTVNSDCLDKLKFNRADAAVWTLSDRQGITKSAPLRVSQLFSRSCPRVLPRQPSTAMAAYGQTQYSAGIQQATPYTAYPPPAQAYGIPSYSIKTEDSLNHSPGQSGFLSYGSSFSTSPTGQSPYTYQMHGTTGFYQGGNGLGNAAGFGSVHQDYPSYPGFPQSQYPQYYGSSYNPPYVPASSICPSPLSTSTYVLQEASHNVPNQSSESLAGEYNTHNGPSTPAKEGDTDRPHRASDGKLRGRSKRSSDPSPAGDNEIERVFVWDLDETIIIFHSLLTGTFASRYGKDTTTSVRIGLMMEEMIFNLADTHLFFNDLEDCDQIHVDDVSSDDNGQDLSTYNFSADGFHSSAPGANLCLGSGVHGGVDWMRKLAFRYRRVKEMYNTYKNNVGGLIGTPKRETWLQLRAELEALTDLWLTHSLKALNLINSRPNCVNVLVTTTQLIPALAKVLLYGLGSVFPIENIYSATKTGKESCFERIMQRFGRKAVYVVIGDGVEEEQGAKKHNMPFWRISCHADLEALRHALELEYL
#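 Eya2 (0.2 uM) preincubated 10 min at ambient with compound, then OMFP substrate added at 50 uM; 10 min reaction in 50 mM HEPES pH 7.5, 50 mM NaCl, 5 uM MgCl2, 0.05% BSA, 1 mM DTT. Fluorescence read at Ex 485/Em 525 nm.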
# TSHR antagonist – Antagonists of the Thyroid Stimulating Hormone Receptor: HTS campaign | TSHR-expressing cells, TSH-stimulated cAMP HTRF, 2 h; active compounds read low | activity change, negative = inhibition, % at 11.5 µM | AID 504810, 2011 | 330,000 compounds, 0.2% hits;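 active = activity change below a set negative limit, meaning inhibition stronger than a set level, cut at about -70% in these data; inconclusive = activity change between two set negative limits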; also: % is scaled to controls: 0 for no effect and ±100 for the full control effect
#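 Inhibition of cAMP made by TSHR-expressing cells under TSH stimulation (4nM final, EC80; 2 h, 37 deg C) is quantified with a one-step lysis HTRF kit, anti-cAMP cryptate versus cAMP-d2.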
# TRPV1 agonist – HTS Assay for Compounds that Act as Agonists of the Vanilloid Receptor 1; Transient receptor potential cation channel subfamily V member 1 (Homo sapiens), Q8NER1; 320,000 compounds, 0.19% hits; AID 540275, 2011; activation, % at 8.33 µM; TRPV1-expressing cells, Fluo-8 calcium influx, agonist mode; in the data active = activation above about 80%; inconclusive = between about 30% and that limit; also: 0% is about no effect
#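 TRPV1-expressing cells were cultured overnight at 35.5C and loaded with Fluo-8 calcium dye for 40 to 90 min at room temperature. After a 10 s baseline, compound was added and calcium influx was read kinetically for 3 min (ex 480/em 520 nm).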
# KCNH2 WT inh – qHTS for Inhibitors of KCHN2 3.1: Wildtype qHTS | U2OS, BacMam KCNH2, thallium flux FluxOr; active compounds read low | 340,000 compounds, 0.37% hits | activity change, % at 1.84 µM;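 active = maximum activity change below -70%; inconclusive = maximum activity change between -70% and -50%; inactive = maximum activity change above -50%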; also: % is scaled to controls: 0 for no effect and ±100 for the full control effect
#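 U2OS cells were transduced with wild-type KCNH2 virus (2.03 x 10^8 / mL) for 4 h at room temperature, then cultured overnight at 37 C. Thallium flux was read with FluxOr dye. Rate constants were normalized to DMSO controls.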
# KCNH2 3.1 inh – qHTS for Inhibitors of KCHN2 3.1: Mutant qHTS | Potassium voltage-gated channel subfamily H member 2, brain isoform KCNH2 3.1 (human) | U2OS KCNH2 3.1, thallium flux FluxOr; active compounds read low | activity change, % (tested at about 1.8 µM) | 340,000 compounds, 0.95% hits;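 active = maximum activity change below -70%; inconclusive = maximum activity change from -70% to -50%; inactive = maximum activity change above -50%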;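 also: thallium influx rate constant from kinetic fluorescence after stimulation buffer; % is scaled to controls: 0 for no effect and ±100 for the full control effect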
#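 Thallium flux via FluxOr fluorescence (Red40 quencher, 45 min loading) in U2OS cells virally expressing the KCNH2 3.1 isoform (1.77 x 10^8 /mL virus, overnight at 37 C). Rate constants from 2-min kinetic reads post-stimulation, normalised to positive and negative controls.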
# Mito fusion yeast – qHTS Assay for Small Molecule Inhibitors of Mitochondrial Division or Activators of Mitochondrial Fusion; S. cerevisiae fusion-defective mutant growth rescue, CellTiterGlo 48 h; Potency, µM (doses to about 46.1 µM), without a hit: at the top dose growth rescue (activation), hits mostly activators; 320,000 compounds, 0.23% hits;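 also: potency is read from the fitted curve at half-maximal effect; % of control where 0% means no effect; nearly all actives have a fitted effect of over 45% in size; temperature-sensitive fusion mutants such as fzo1-1 at 37 °C on non-fermentable ethanol glycerol medium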
#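 Growth-rescue viability read-out: after 48 h at the non-permissive 37C in glycerol/ethanol YPEG, yeast mitochondrial fusion mutants are measured by CellTiterGlo luminescence; compounds (23 nl pinned per well) restoring growth score as division inhibitors or fusion activators.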
# USP2a inh – qHTS Assay for Inhibitors of Ubiquitin-specific Protease USP2a Using CHOP2 as the Reporter | Potency, µM (doses to about 38.3 µM), without a hit: at the top dose activity change, negative = inhibition, hits mostly inhibitors | USP2 core, Ub-CHOP2 coupled fluorogenic reporter, 485/531 | 330,000 compounds, 0.01% hits | Ubiquitin carboxyl-terminal hydrolase 2 (Homo sapiens), O75604;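 also: potency is read from the fitted curve at half-maximal effect; plate controls were DMSO wells for no effect and full inhibition by NEM control for full effect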
#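 Deubiquitinase activity read as fluorescence (485/531 nm) after Ub-CHOP2 cleavage activates the enterokinase reporter on its substrate; USP2 core 10nM, Ub-CHOP2 and substrate 25nM each, 30min compound preincubation then 60min RT; data normalized to NEM, curves fitted.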
# * = called active by the depositor; ? = inconclusive; . = no result given; [ ] = remark or other dose. Unless noted, calls follow the shape of the dose curve; as a rule, active = well fitted curve in the direction sought with a large enough effect; inconclusive = small, poorly fitted or top-dose-only effect, or another doubt; inactive = no such curve, though single readings can be large; an effect the other way counts as inactive or inconclusive. Only part of the results is shown (hit frequency here may not be typical).
SMILES,AT treatment,TCR activator,ELG1 repair inh,Eya2 inh,TSHR antagonist,TRPV1 agonist,KCNH2 WT inh,KCNH2 3.1 inh,Mito fusion yeast,USP2a inh
Cc1ccc2[nH]c(=O)c(COC(=O)C3CCCO3)cc2c1 (stereo not drawn),0%,-5%,-1%,-1%,-4,-5,3,-16,-1%,0%
Cc1c(NC(=O)CSc2ccccc2Cl)c(=O)n(-c2ccccc2)n1C,-4%,-1%,8%,11%,-7,-3,2,.,4%,1%
COc1ccc(Cl)cc1NC(=O)CSc1nnc(CNC(=O)c2ccco2)o1,-7%,2%,5%,-17%,-2,3,17,-28,-1%,1%
CC(C)CN1C(=O)C(=O)N(CC(=O)NC(C)CCc2ccccc2)C1=O (stereo not drawn),17%,-31%,2%,9%,13,-2,0,-8,17%,0%
CCOC(=O)c1ccc(N=c2ssnc2Cl)cc1,-3%,-5%,-26%,14%,-6,-3,1,-6,1%,3%
O=C(CNC(=O)c1cccs1)Nc1ccc2c(c1)OCCO2,-4%,-5%,?,-2%,-1,-1,-2,-30,-3%,0%
CC(NS(=O)(=O)CCNC(=O)c1ccccc1)c1ccccc1 (stereo not drawn),7%,-3%,?,-3%,4,-1,-6,-3,-3%,-5%
Cc1nnc(SCC(=O)N2CCCC2)n(N)c1=O,0%,2%,0%,8%,16,-3,6,-7,-2%,3%
CCOC(=O)c1c(C)noc1-c1ccco1,0%,5%,-3%,6%,-5,3,1,3,-4%,3%
CC(=O)c1cccc(CN2CCC(n3nccc3NC(=O)CCCc3ccccc3)CC2)c1,0%,3%,?,8%,-5,1,38,-10,2%,-1%
S=C(Nc1ccc2c(c1)OCCO2)Nc1ccccc1Cl,-3%,-5%,?,-3%,-5,-2,-3,10,-15%,0%
CCn1c(Cn2nnc(-c3ccccc3)n2)nnc1SCC(=O)Nc1ccccc1,7%,.,-3%,10%,-13,1,-10,-12,-2%,3%
CCn1c(=NC(=O)c2ccc(S(=O)(=O)N3CCOCC3)cc2)sc2cccc(OC)c21,11%,-20%,?,4%,19,2,-4,-16,9%,-5%
CCOC(=O)c1ccc(NC(=O)Nc2ccc3c(c2)OCCO3)cc1,1%,1%[46.1 µM],-20%,-14%,-13,4,-76*,25,6%,-2%
CC(C)[C@H](NC(=O)CCn1nnc2ccccc2c1=O)C(=O)O,-6%,-7%,-1%,2%,1,-1,11,-12,-8%,0%
COc1ccc(CN2CCN(Cc3cccn3-c3ncccn3)CC2CCO)c(C)c1C (stereo not drawn),0%,4%,-12%,9%,20,-1,-36,-74*,0%,10%
O=C(c1cccc(OCc2ccccc2)c1)N1CCOCC1,0%,-6%,28%,11%,0,3,-5,9,5%,2%
O=C(N/N=C/c1cccnc1)c1ccccc1Br,6%,.,2%,-2%,5,1,11,-3,2%,-6%
COCC(=O)OC/C(O)=C(\C#N)c1nc2ccccc2[nH]1,-5%,-1%,?,-11%,-7,-1,5,3,-6%,0%
COc1ccc(NC2CCCN(C(=O)c3cccc(C(F)(F)F)c3)C2)cc1OC (stereo not drawn),9%,2%,-1%,-16%,30,-8,11,-44,-4%,-1%

# Single entries from the entries so far.
# TSHR antagonist result of CC(C)[C@H](NC(=O)CCn1nnc2ccccc2c1=O)C(=O)O is entered as 1
# KCNH2 WT inh result of CC(NS(=O)(=O)CCNC(=O)c1ccccc1)c1ccccc1 (stereo not drawn) is entered as -6
# AT treatment result of CC(=O)c1cccc(CN2CCC(n3nccc3NC(=O)CCCc3ccccc3)CC2)c1 is entered as 0%
# TSHR antagonist result of O=C(N/N=C/c1cccnc1)c1ccccc1Br is entered as 5

# Back to the main list, repeating the 4 entries before the break.
SMILES,AT treatment,TCR activator,ELG1 repair inh,Eya2 inh,TSHR antagonist,TRPV1 agonist,KCNH2 WT inh,KCNH2 3.1 inh,Mito fusion yeast,USP2a inh
O=C(c1cccc(OCc2ccccc2)c1)N1CCOCC1,0%,-6%,28%,11%,0,3,-5,9,5%,2%
O=C(N/N=C/c1cccnc1)c1ccccc1Br,6%,.,2%,-2%,5,1,11,-3,2%,-6%
COCC(=O)OC/C(O)=C(\C#N)c1nc2ccccc2[nH]1,-5%,-1%,?,-11%,-7,-1,5,3,-6%,0%
COc1ccc(NC2CCCN(C(=O)c3cccc(C(F)(F)F)c3)C2)cc1OC (stereo not drawn),9%,2%,-1%,-16%,30,-8,11,-44,-4%,-1%
COc1ccc(NC(=O)C2CCC(C(C)(C)C)CC2)cc1S(=O)(=O)N1CCOCC1 (stereo not drawn),3%,3%,-25%,-14%,-20,-4,6,-5,-1%,-1%
C/C(=N/NC(=O)CNC(=O)COc1cccc(C)c1)c1ccco1,3%,-10%,-17%,3%,-2,1,1,9,3%,-1%
CCOc1ccc(NC(=O)CSc2nncc(=O)n2N)cc1,1%,-2%,3%,4%,6,-3,4,-2,6%,3%
OC1(c2cccc(C(F)(F)F)c2)CCN(CCN2CCCCC2)CC1,2%,.,0%,-2%,11,-2,25,5,-1%,2%
COc1cccc(/C=N/NC(=O)c2ccc(=O)[nH]n2)c1O,-4%,-7%,-23%,-3%,-3,.,-30,22,0%,3%
COc1ccc(-c2n[nH]c(C)c2-c2cscn2)c(O)c1,-1%,-24%,-5%,-1%,-2,2,-5,9,2%,0%
COc1ccc(C2CC(C(F)(F)F)n3ncc(C(=O)NCc4cccnc4)c3N2)cc1OC (stereo not drawn),6%,4%,?,-42%,-8,-24,-2,2,-7%,1%
CCN(CC)S(=O)(=O)c1ccc(-c2cc(C(=O)OC)sc2C(F)(F)F)cc1,8%,8%,-11%,-12%,-10,1,-6,-14,-4%,3%
CC(Sc1nnnn1C1CC1)C(=O)N1CC(=O)Nc2ccccc21 (stereo not drawn),-10%,-2%,6%,-12%,5,-1,-5,8,-6%,1%
O=C(NC1CC1)C1CCN(C2CCN(C(=O)CC3=CCCCC3)CC2)CC1,5%,3%,11%,2%,16,0,-13,-31,-5%,1%
COc1ccc(C(NC(=O)C(C)C)c2ccc3cccnc3c2O)cc1 (stereo not drawn),-10%,-1%,2.3µM*,0%,-5,2,32,-15,-1%,-1%
O=C(NCCCc1ccncc1)C1CCC(=O)N(Cc2cccc(F)c2)C1 (stereo not drawn),-3%,8%,6%,-5%,22,2,-17,8,9%,0%
CCOC(=O)c1[nH]c2ccccc2c1NC(=O)C1CCCC1,43%,-1%,-1%,0%,-17,?,26,-13,-6%,2%
O=C(Nc1ccc(Cl)c(Cl)c1)Nc1ccon1,4%,-3%,?,-2%,-12,6,-9,9,-16%,0%
CC(=O)N(Cc1ccccn1)Cc1ccco1,11%,-1%,0%,7%,2,.,3,-8,4%,-1%
CCC(=O)Nc1ccc(SC#N)cc1C,2%,3%,-20%,-1%,10,0,-15,-8,-28%,3%
